Screens (PubChem)
p53null 39C tox: p53 null cell cytotoxicity, nonpermissive temperature; Potency, µM (top dose mostly 46.1 µM), for the others: at the highest dose activity, negative = cell killing, most hits filed as cytotoxic; H1299 p53-null (neo) cells, 39C, ATPlite viability, 24 h; AID 904; 0.97% of 55,000 active;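 note: potency is the fitted concentration of half-maximal effect; 0% = DMSO only and -100% = full killing by 100 µM tamoxifen; nearly all actives have a fitted effect of over 50% in size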
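Luminescent ATP signal reported cell survival after H1299 lines (neo, p53 null; or p53 A138V) received up to 46 uM compound and 24 hr incubation at 39C.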
NTMT1 inh: blocks human N-terminal methyltransferase 1 activity; Q9BV86; NTMT1 MTase-Glo SAH luminescence, purified enzyme; Potency, µM (series often up to 114 µM), for the others: at the highest dose activity change, negative = inhibition, actives largely listed as inhibitors; 2.5% of 59,000 active;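 note: potency is the fitted concentration of half-maximal effect; plate controls were DMSO vehicle for no effect and no enzyme for full effect; nearly all actives have a fitted effect of over 65% in size; many of its hits are not listed in these tables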
Target sequence (Q9BV86 whole entry, looked up): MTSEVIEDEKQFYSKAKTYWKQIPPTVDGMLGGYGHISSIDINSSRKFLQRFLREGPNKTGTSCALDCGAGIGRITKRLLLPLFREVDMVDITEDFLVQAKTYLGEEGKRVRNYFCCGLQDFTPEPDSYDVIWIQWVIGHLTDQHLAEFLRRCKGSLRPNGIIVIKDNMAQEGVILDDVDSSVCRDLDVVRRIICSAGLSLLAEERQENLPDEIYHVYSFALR
GALK inhibitor: inhibitors of human galactokinase (GALK); P51570; recombinant GALK, Kinase-Glo ATP luminescence, 1 h; Potency, µM (highest dose often 57.5 µM), for inactives: at the highest dose activity, negative = inhibition, actives largely listed as inhibitors; 44,000 tested, under 10 active;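 note: plate controls were full GALK reaction for no effect and reaction lacking GALK for full effect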
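5 nM GALK with 35 µM ATP and 100 µM galactose in HEPES pH 8.0, MgCl2, NaCl, DTT, BSA; 1 h RT reaction, remaining ATP detected by Kinase-Glo Plus luminescence after 10 min; qHTS concentration series.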
B2AR arrestin ag: agonists recruiting beta-arrestin to human beta2-adrenergic receptor | HTLA Tango cells, beta-arrestin recruitment, luciferase luminescence, 18 h | AID 1347077 | 44,000 tested, under 10 active | Potency, µM (highest dose often 46.1 µM), for the others: at the top dose activation, actives largely listed as activators;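 note: potency is the fitted concentration of half-maximal effect; 0% = DMSO and full agonism = EC100 isoproterenol or metaproterenol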
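Tango cells expressing recombinant beta2-AR and beta-arrestin were treated with compounds (up to 46 microM titration) in DMEM with 1% FBS for 18 hr at 37 degrees C. Beta-arrestin recruitment drove tTA-dependent luciferase, read by luminescence; curves were fitted and classed.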
PTAP-TSG101 blk: blocks PTAP binding to human TSG101, validation; Q99816; Fluorescence polarization, FITC-PTAP peptide/Tsg101, 20 min; Potency, µM (titrated, usually from 115 µM), inactives show at the top dose activity change, negative = inhibition, actives largely listed as inhibitors; 44,000 tested, under 10 active; AID 1347069; note: potency is the fitted concentration of half-maximal effect; 0% is about no effect
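FITC-labeled PTAP peptide (50 nM final) binding to Tsg101 binding domain (10 uM final) read by fluorescence polarization after 20 min at r.t. in HEPES pH 7.5 buffer. Actives by CRC class, <25 µM.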
p53null 32C kill: selectivity test: cytotoxicity in p53 null cells, permissive temperature; H1299-neo p53 null cells, ATP luminescence, 24 h, 32C; Potency, µM (doses to about 46.1 µM), for the others: top-dose activity change, negative = cytotoxicity, actives largely listed as cytotoxic; 0.62% of 55,000 active; AID 903;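 note: potency is the fitted concentration of half-maximal effect; 0% = DMSO only and -100% = full killing by 100 µM tamoxifen; nearly all actives have a fitted effect of over 55% in size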
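H1299-neo (p53-null) cells, 600/well, were pre-incubated overnight at 37C, then exposed to compounds at up to 46 uM for 24 hr at 32C. Viability was measured as ATP content by luminescence, and AC50 values came from Hill fits.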
FH mod: Identification of activators of human fumarate hydratase by quantitative high-throughput screening; Fumarate hydratase, mitochondrial (Homo sapiens), P07954; FH coupled MDH/diaphorase resazurin fluorescence, 15 min; Potency, µM (highest dose often 79.9 µM), for the others: at the top dose activity change, negative = inhibition, hits mostly inhibitors; 0.22% of 54,000 active; AID 1347055, 2019; note: potency is the fitted concentration of half-maximal effect; % is set by controls: 0 for no effect and ±100 for the full control effect; the screen sought activators but most active calls are inhibition curves; nearly all actives have a fitted effect of over 45% in size
Target sequence (P07954 whole entry, looked up): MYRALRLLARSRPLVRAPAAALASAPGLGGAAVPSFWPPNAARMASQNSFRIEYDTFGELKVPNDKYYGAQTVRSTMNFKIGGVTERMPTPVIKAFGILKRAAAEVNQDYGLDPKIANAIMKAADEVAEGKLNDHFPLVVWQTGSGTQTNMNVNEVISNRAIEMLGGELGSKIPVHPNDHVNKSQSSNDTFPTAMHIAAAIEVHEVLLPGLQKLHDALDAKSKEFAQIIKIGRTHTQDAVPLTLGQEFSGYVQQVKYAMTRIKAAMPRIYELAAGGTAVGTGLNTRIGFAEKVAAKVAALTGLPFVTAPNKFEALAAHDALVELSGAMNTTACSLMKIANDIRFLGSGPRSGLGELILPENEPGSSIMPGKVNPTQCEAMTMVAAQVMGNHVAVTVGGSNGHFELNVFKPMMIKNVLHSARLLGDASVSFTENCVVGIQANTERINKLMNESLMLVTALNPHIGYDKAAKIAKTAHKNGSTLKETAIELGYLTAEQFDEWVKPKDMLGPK
* marks the source's active call; other numbers are inactive results; ? = inconclusive; . = no result given; [ ] = dose if it differs, or a comment. Calls come from the whole dose curve; as a rule, active = well fitted curve in the direction sought with a large enough effect; inconclusive = small, poorly fitted or top-dose-only effect, or another doubt; inactive = no such curve, though single readings can be large; an effect the other way counts as inactive or inconclusive. A portion of the library, so the mix of outcomes need not match the whole.

SMILES,p53null 39C tox,NTMT1 inh,GALK inhibitor,B2AR arrestin ag,PTAP-TSG101 blk,p53null 32C kill,FH mod
CCc1ccccc1NC(=O)Cn1c(=O)c2cccn2c2ccc(F)cc21,-5%,?,0%,0%,-2%,5%,-1%
CC(=O)c1cccc(NC(=O)CCS(=O)(=O)c2ccc(Br)s2)c1,-12%,14%,-5%,0%,-8%,-2%,-7%
COc1cc(C2C(=O)N(C3CCC(C)CC3)CC(=O)N2CCc2ccc(Cl)cc2)ccc1OC(C)C (stereo not drawn),6%,.,0%,-2%,-6%,-8%,.
Cc1c(C(=O)Nc2ccccc2Cl)oc2ccc(S(=O)(=O)N3CCCCC3)cc12,18%,11%,1%,0%,-1%,-5%,2%
CCc1ccc(NC(=O)Cn2nnc(C(=O)NCc3ccco3)c2N)cc1,-29%,-6%,9%,1%,-10%,9%,-5%
CC(=O)N1CCc2c(sc3c2c(=O)n(-c2ccccc2)c(=O)n3CC(=O)c2ccccc2)C1,6%,0%,5%,1%,1%,4%,-8%
COc1cc(Cl)c(NC(=O)CCS(=O)(=O)c2cc3c(cc2Cl)NC(=O)CO3)c(OC)c1,-2%,1%,-2%,6%,-1%,10%,-26%
COC(=O)CSc1nnc(-c2cccc(O)c2)o1,-8%,-16%,0%,0%,-1%,1%,-12%
CC(C)CCNC(=O)c1nn(C)c2c1CSc1ccccc1-2,-5%,?,-1%,-2%,-5%,1%,-14%
CC(C)Oc1ccc(C(=O)N(Cc2ccco2)Cc2cccs2)cc1,-8%,4%,0%,-1%,-4%,18%,-12%
COc1c(C)cccc1C(=O)Nc1ccc(Cl)c(-c2nc3cc(C)ccc3o2)c1,-7%,-7%,9%,1%,1%,-24%,-29%
Cc1ccc(C(=O)Nc2ccc3c(c2)N(C)C(=O)c2ccccc2S3)cc1,29%,-2%,-2%,0%,1%,11%,?
COC(=O)c1ccc(NC(=O)C(=O)NCC(c2cccnc2)N2CCN(c3ccccc3)CC2)cc1 (stereo not drawn),29%,-5%,2%,0%,-9%,-6%,-1%
Cc1ccc(-c2cc3c(n2-c2ccccc2F)CC(C)(C)CC3=O)cc1,-8%,-1%,-2%,0%,-1%,-5%,-3%
O=C(Nc1ccc(F)cc1)C1CCN(c2nc3ccccc3n3cccc23)CC1,-16%,11%,0%,-1%,-2%,15%,1%
Cc1ccc(CNc2oc(-c3ccc(COc4ccc(Cl)cc4)o3)nc2C#N)cc1,18%,14%,-5%,-4%,0%,6%,-9%
Cc1ccc(CCNC(=O)c2nn(C)c3c2CSc2ccccc2-3)cc1,23%,9%,-1%,-2%,-2%,-11%,-2%
CCn1c(=O)c2cc(C(=O)NCCc3cccc(C)c3)sc2c2ccccc21,-16%,-15%,0%,1%,-5%,-3%,-4%
Cc1ccc(-n2cnc3cc(C(=O)NC4CCCCCC4)ccc32)cc1Cl,12%,3%,-1%,3%,1%,4%,-41%
CCC(C)NC(=O)CSc1nc2cc3c(cc2c(=O)n1CCCCCC(=O)NCc1ccc(OC)cc1)OCO3 (stereo not drawn),-4%,-6%,-8%,1%,1%,1%,6%
CCOc1ccc(S(=O)(=O)NCc2ccc3c(c2)CCN3C(=O)c2ccc(C)cc2)cc1,4%,9%,?,1%,0%,2%,-13%
Cc1cc(C)c(NC(=O)Cn2c(=O)c3cccn3c3ccccc32)c(C)c1,130%[activator],?,1%,-1%,-7%,4%,4%
COc1cccc(-c2nc(SCC(=O)NCC3CCCO3)c(-c3ccc(Cl)cc3)[nH]2)c1 (stereo not drawn),-5%,-20%,0%,-1%,4%,-7%,-12%
Cc1ccc(CN2CCc3nc(N4CCN(C)CC4)ncc3C2)s1,0%,-6%,5%,6%,0%,-7%,-10%
COc1cc(Nc2ncc3c(n2)CCN(Cc2ccc(OC(C)C)c(OC)c2)C3)cc(OC)c1,11%,4%,0%,0%,0%,8%,-18%
O=c1c2oc3ccccc3c2n(Cc2ccc(Cl)cc2)c(=O)n1Cc1ccccc1,12%,10%,4%,1%,1%,-7%,-21%
Cc1nc2c(C(=O)NCCCN(CC(C)C)CC(C)C)cnn2c(C)c1Cc1c(F)cccc1Cl,8%,-5%,-4%,0%,3%,-3%,-15%
COc1ccc(CCC(=O)NCc2nc3cccnc3n2Cc2ccc(F)cc2)cc1,22%,-3%,1%,0%,3%,2%,5%
O=c1c2cccnc2n(Cc2ccccc2F)c(=O)n1Cc1ccccc1Cl,-8%,19%,-10%,1%,0%,-1%,-3%
Cc1cc(C)c(NC(=O)CSc2nc(C)cc(C)c2C#N)c(C)c1,6%,-3%,10%,0%,2%,-12%,-5%
CC(C)(C)C1CCc2c(sc(NC(=O)Cn3nnc(-c4ccccc4F)n3)c2C#N)C1 (stereo not drawn),12%,25%,0%,1%,-6%,1%,?
CCN1C(=O)c2ccccc2S(=O)c2ccc(C(=O)N3CCN(c4ccccc4)CC3)cc21 (stereo not drawn),-27%,2%,7%,0%,-9%,-7%,-2%
O=C(Cc1ccc(Cl)cc1)NCC(c1cccs1)S(=O)(=O)c1ccc(Cl)cc1 (stereo not drawn),19%,-13%,0%,1%,-4%,10%,-26%
Cc1ccccc1Nc1c(-c2ccc(N3CCOCC3)cc2)nc2ccc(Cl)cn12,13µM*,?,?,-2%,-7%,?,-39%
COc1ccc(Nc2nnc(-c3ccc(C)c(S(=O)(=O)NCc4nc5ccccc5[nH]4)c3)c3ccccc23)cc1,69%[activator],6%,1%,-2%,-7%,70%[activator],-18%
Nc1c(C(=O)Nc2cccc(Cl)c2)sc2nc3c(cc12)CN(Cc1ccccc1)CC3,?,11%,0%,1%,0%,-5%,-5%
COc1ccc(Cn2c(CCC(=O)Nc3cc(OC)c(OC)c(OC)c3)nc3cccnc32)cc1,-6%,1%,0%,0%,-11%,?,-24%
CCOC(=O)C(C)Sc1ccc2nnc(CCNS(=O)(=O)c3ccccc3)n2n1 (stereo not drawn),-16%,4%,0%,1%,-9%,0%,-4%
COc1ccccc1CNC(=O)c1cc2sccc2n1Cc1ccc(F)cc1,15%,-3%,3%,1%,13%,11%,-29%
Cc1cccc(NC(=O)c2cc3c([nH]c2=O)CC(c2ccccc2)CC3=O)c1 (stereo not drawn),-5%,16%,-2%,0%,1%,15%,-4%
Cc1ccc(NC(=O)Cn2c(=O)n(Cc3nc(C)no3)c(=O)c3cc4c(cc32)OCO4)c(Cl)c1,10%,-4%,-1%,2%,-9%,0%,6%
COc1cccc(-c2csc(-c3c(N)c(C(=O)c4ccccc4)n4ccccc34)n2)c1,5%,26%,-2%,-2%,-4%,-12%,-9%
Cc1cc2c(cc1NC(=O)c1ccccc1C)n(C)c(=O)c(=O)n2C,4%,19%,2%,-1%,-2%,-4%,-3%
Cc1ccc(Cn2c(CNC(=O)Cc3cccc(C)c3)nc3cccnc32)cc1,12%,1%,-1%,1%,-3%,1%,-8%
Cc1ccc(Cl)cc1NC(=O)Nc1c(C)n(C)n(-c2ccccc2)c1=O,10%,0%,4%,0%,0%,5%,-13%
CCOC(=O)c1c(NC(=O)c2nc(SCC)ncc2Cl)sc2c1CCCC2,10%,6%,9%,1%,-5%,3%,2%
CC1=C(C(=O)Nc2cccc(C(F)(F)F)c2)C2(CCCCCC2)OC1=O,?,11%,-9%,1%,3%,-16%,-19%
CCOc1ccc(-c2cn3nc(CC(C)C)sc3n2)cc1,?,6%,3%,-1%,-5%,?,-17%
CCC(=O)Nc1ccc(S(=O)(=O)NCc2cccn2Cc2cccc(C)c2)cc1,5%,14%,-4%,1%,-8%,13%,-26%
CCN(C(=O)Cn1nc(Cc2cccnc2)c2ccccc2c1=O)c1cc(C)ccc1C,0%,-5%,1%,-1%,-2%,1%,0%

(further entries)
SMILES,p53null 39C tox,NTMT1 inh,GALK inhibitor,B2AR arrestin ag,PTAP-TSG101 blk,p53null 32C kill,FH mod
Cc1[nH]c2ccccc2c1C1(O)C(=O)N(Cc2ccc(Cl)cc2)c2ccccc21 (stereo not drawn),?,2%,-4%,1%,-8%,-23%,?
CN1CCc2c(sc3c2C(=O)NC(c2ccc(OC(=O)c4ccc(Cl)cc4)cc2)N3)C1 (stereo not drawn),27%,-4%,-1%,0%,0%,3%,-8%
COc1ccc(-n2c(Cc3ccccc3)nnc2SCc2nc(-c3cccs3)no2)cc1,22%,0%,-13%,0%,-2%,15%,-27%
CCOc1ccccc1Nc1nc(-c2ccc(C)cc2)c(CC(=O)O)s1,-9%,-1%,2%,0%,0%,16%,-9%
CCN(c1cccc(C)c1)S(=O)(=O)c1c(C)nc2sc(C)cn2c1=O,-22%,4%,0%,-1%,-1%,-4%,6%
COc1cccc(CNC(=O)Cn2cc3c(n2)-c2c(oc(C(=O)N4CCOCC4)c2C)CC3)c1,-11%,4%,-7%,0%,-4%,-8%,2%
COc1ccc(-c2nc3scc(CCNS(=O)(=O)c4cc(F)ccc4OC)n3n2)cc1OC,33%[activator],-4%,-5%,-1%,3%,-6%,-15%
CCCCCCC1CCC(C(=O)NC(C(=O)O)C(C)C)CC1 (stereo not drawn),-6%,11%,-3%,-2%,-4%,3%,-4%
COc1cccc(NC(=O)c2nnn(Cc3ccc(OC)c(Br)c3)c2N)c1,-27%,-5%,1%,-2%,1%,-5%,0%
Cc1ccc(-c2[nH]c(-c3ccccc3)nc2SCC(=O)NCC2CCCO2)cc1 (stereo not drawn),6%,-6%,0%,0%,-2%,3%,-5%
Cc1ccc(NC(=O)CN2CCSc3ccc(S(=O)(=O)N4CCCC4)cc32)cc1,31%[activator],?,5%,0%,2%,-2%,-40%
COc1ccc2c(CNCc3cccs3)c(C(=O)O)n(Cc3ccc(F)cc3)c2c1,-25%,-25%,2%,0%,-3%,-18%,-23%
O=C(CN1C(=O)CC(c2ccc(F)cc2)=Nc2ccccc21)NCc1ccccc1Cl,-16%,9%,-1%,0%,4%,-5%,0%
CCCCn1cc2c(c1-c1ccc(Br)cc1)c(=O)n(C)c(=O)n2C,-26%,-14%,3%,1%,-11%,0%,-5%

Complete entries from above. Screens in order: p53null 39C tox | NTMT1 inh | GALK inhibitor | B2AR arrestin ag | PTAP-TSG101 blk | p53null 32C kill | FH mod
CCOc1ccccc1Nc1nc(-c2ccc(C)cc2)c(CC(=O)O)s1 is listed as -9% | -1% | 2% | 0% | 0% | 16% | -9%
COc1cccc(CNC(=O)Cn2cc3c(n2)-c2c(oc(C(=O)N4CCOCC4)c2C)CC3)c1 is listed as -11% | 4% | -7% | 0% | -4% | -8% | 2%
